# TNAP inhibition = human TNAP enzyme inhibitors, biochemical, luminescent (AID 518). purified TNAP enzyme, luminescent substrate readout; higher % means a stronger effect. inhibition, % at 20 µM; hits with a dose series show IC50 in µM. 64,000 compounds, 0.09% hits; in the data active = a potency from the dose series; inactive = the rest, 99 in 100 with inhibition below about 22%;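 note: plate controls were vehicle for no effect and reference inhibitor for full effect; many of its hits are not listed in these tables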
# HPDE-C7 cytotoxicity = cytotoxicity in HPDE-C7 cells, cell-based, fluorescence, HTS (AID 430); HPDE-C7 pancreatic duct cells viability, fluorescence; higher % means a stronger effect; one-dose cytotoxicity, % at 10 µM; EC50 in µM for titrated hits; 63,000 compounds, 1.8% hits;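 note: cells exposed to compound for 48 hours before viability readout; 0% = vehicle and 100% = reference cytotoxic drug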
# MK inhibit = S. pneumoniae mevalonate kinase inhibition | purified MK, PK/LDH-coupled NADH absorbance 340 nm | inhibition, % at 10 µM | 65,000 compounds, 0.48% hits;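 active = ranked among the strongest by inhibition in the single 10 µM screen, a fixed top-ranked set picked for dose follow-up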; note: no value below 0 was filed
# Bfl-1 inhibitors = Bfl-1 inhibitors, primary screen, biochemical, fluorescence polarization, FITC-Bid, mouse (AID 432) | FITC-Bid BH3 peptide fluorescence polarization displacement; higher % means a stronger effect | one-dose displacement, % at 20 µM; IC50 in µM for titrated hits | 64,000 compounds, 0.02% hits; in the data active = a potency from the dose series; inactive = the rest, 99 in 100 with displacement below about 15%; note: strong numbers were not always called active
# LYP inhibition = LYP phosphatase inhibitors, primary screen, biochemical, DiFMUP fluorescence, recombinant catalytic domain, 10 µM (AID 606). recombinant LYP catalytic domain, DiFMUP fluorescence; higher % means a stronger effect. inhibition, % at 10 µM; hits with a dose series show IC50 in µM. 52,000 tested, under 10 active;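 active = IC50 under 40 µM in the dose-response test; inactive = IC50 of 40 µM or more, or never dose-tested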
# PMK inhibit = blocks S. pneumoniae phosphomevalonate kinase; 65,000 compounds, 0.49% hits; inhibition, % at 10 µM; AID 539; purified PMK, PK/LDH-coupled NADH absorbance 340 nm;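 active = top-ranked compounds by inhibition in the single 10 µM screen, taking a fixed number of the strongest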;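 note: 0% = full reaction with DMSO carrier and 100% = background rate without enzyme reaction; no value below 0 was filed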
# HPDE-C7K KRASV12 = cytotoxicity in KRAS-transformed pancreatic duct cells, primary screen, cell-based, fluorescence, HTS (AID 431). one-dose cytotoxicity, % at 10 µM; EC50 in µM for titrated hits. HPDE-C7K KRASV12 cells, Alamar Blue viability, 48 h; higher % means a stronger effect. 63,000 compounds, 1.7% hits;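 active = compounds whose percent cytotoxicity in the single-dose primary screen, scaled between solvent and toxic-drug controls, exceeds 50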;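 note: 0% = DMSO solvent wells and 100% = doxorubicin-treated wells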
# HT1080 viability = cytotoxicity in HT1080 fibrosarcoma cells, cell-based, fluorescence readout (AID 620); HT1080 viability, fluorescence; higher % means a stronger effect; cytotoxicity, % at 10 µM, or EC50 in µM where a hit was titrated; 87,000 compounds, 0.42% hits;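 note: cells exposed to compound overnight then 4 h with Alamar Blue; 0% = vehicle DMSO and 100% = killing control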
# Spn DPM-DC inh = inhibitors of Streptococcus pneumoniae diphosphomevalonate decarboxylase; purified DPM-DC, PK/LDH coupled NADH fluorescence; calls only at 10 µM; 65,000 compounds, 0.49% hits; AID 556;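 active = the 320 compounds with the highest percent inhibition in the single-dose primary screen, excluding strongly autofluorescent ones, cut at about 32% in these data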;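 note: kinetic rate of NADH fluorescence loss reporting ADP formed by the decarboxylase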
# PMK inhibit pilot replicates = recorded beside PMK inhibit, whose call it bears; inhibition, %; measured here: pilot screen replicates
# MK inhibit pilot replicates = second read-out of MK inhibit, no call of its own (marks repeat the call); inhibition, %; measured here: pilot screen replicates
# Spn DPM-DC inh pilot screen % = also measured in Spn DPM-DC inh; calls as there; inhibition, %; measured here: pilot screen trials
# * hit, by the source's call; i = inactive; nt = no result given; + = active, no number; & = joins results of further samples; [ ] = remark or other dose. Cut-off read from the data, not from the text of the source, unless noted: active = cytotoxicity above about 50%; inactive = the rest. A portion of the library (hit frequency here may not be typical).
SMILES,TNAP inhibition,HPDE-C7 cytotoxicity,MK inhibit,Bfl-1 inhibitors,LYP inhibition,PMK inhibit,HPDE-C7K KRASV12,HT1080 viability,Spn DPM-DC inh,others
CCC(C)N1C(=O)NC(=O)C2(Cc3cc(C)ccc3N(C)C2)C1=O (stereo not drawn),16%,-4%,8,9%,-10%,5,6%,-2%,i,
CC(=NCCC1=CCCCC1)c1c(O)[nH]c(=O)[nH]c1=O,15%,8%,11,-4%,6%,9,-7%,-9%,i,
Cc1ccc2nc(-c3ccncc3)cc(C(=O)N3CCC4(CC3)OCCO4)c2c1,9%,-1%,5,-6%,12%,1,4%,3%,i,
CN1CCN(c2ccc(C(N)=O)cc2N)CC1,8%,17%,8,6%,nt,6,21%,7%,i,
CC1N(O)C2CCCCCC2N1O (stereo not drawn),8%,-9%,13,-1%,nt,8,6%,13%,i,
CC(C)c1ccc(O)c(CN2CCN(c3ccccc3)CC2)c1,4%,-21%,0,-1%,13%,0,-16%,-6%,i,
CC(=O)OC1C2CCCC1C(N1CCCC1)CC2 (stereo not drawn),3%,-3%,10,4%,5%,9,4%,0%&-17%,i,
CC(C)c1ccc(OCC(=O)N2CCN(C)CC2)c(Br)c1,8%,-8%,5,-8%,4%,4,0%,0%,i,
CC1CN(O)C2CCc3nonc3C12O (stereo not drawn),6%,nt,10,-5%,5%,9,nt,-26%,i,
CCOc1ccc(-n2c(O)c(C=NCCN(CC)CC)c(=O)[nH]c2=O)cc1,0%,11%,0,-2%,14%,6,-2%,1%,i,PMK inhibit pilot replicates=7.5;MK inhibit pilot replicates=5.0;Spn DPM-DC inh pilot screen %=2.0
O=C(COc1ccccc1)N1CCN(Cc2c[nH]c3ccccc23)CC1,-1%,-5%,37,-6%,3%,0,1%,0%,i,
O=C1NC(=O)C(CCc2ccncc2)(C2CCCCC2)C(=O)N1,4%,-12%,8,1%,-5%,19,0%,-16%,i,
COC(=O)CC1=C(C(=O)OC)C2(C(=O)N(C)c3ccccc32)C(C#N)=C(N)O1 (stereo not drawn),-2%,-33%,4,-23%,2%,0,-13%,-21%,i,
Cn1c[n+](C)cc1C(O)c1ccccc1 (stereo not drawn),-2%,-7%,0,-9%,-1%,12,-9%,-6%&-5%,i,
O=C(NC(Cc1ccccc1)C(=O)N1CCC2(CC1)OCCO2)C1CCCCC1 (stereo not drawn),9%,-10%,0,-3%,4%,12,-8%,5%,i,
COC(=O)C(C)Oc1cc(C)cc2oc(=O)c3c(c12)CCCC3 (stereo not drawn),9%,2%,6,-10%,7%,8,-6%,-4%,nt,
O=C1CC(N2CC=C(c3ccccc3)CC2)C(=O)N1c1ccc(F)cc1 (stereo not drawn),9%,-2%,1,2%,0%,2,0%,-6%,i,
O=C(NCc1cccnc1)NC1CCCCC1,8%,-7%,0,4%,-6%,16,-4%,1%,i,
CCOC(=O)C1=C(C)OC(N)=C(C(=O)OCC)C12C(=O)Nc1ccc(Br)cc12 (stereo not drawn),9%,-17%,0,-6%,11%,14,-9%,-28%,i,
CCCCOc1ccc(CN2CCN(CCO)CC2)cc1,8%,24%,2,-3%,15%,0,25%,-4%,i,PMK inhibit pilot replicates=1.0;MK inhibit pilot replicates=0.5;Spn DPM-DC inh pilot screen %=0.0
CCCCn1c(O)c(C(C)=NC(Cc2c[nH]c3ccccc23)C(=O)OC)c(=O)[nH]c1=O (stereo not drawn),6%,4%,6,1%,10%,6,10%,-1%,i,PMK inhibit pilot replicates=3.5;MK inhibit pilot replicates=0.0;Spn DPM-DC inh pilot screen %=0.0
O=c1[nH]c(=O)n(CCC2=CCCCC2)c(O)c1C=NCCN1CCNCC1,13%,19%,5,-19%,1%,8,10%,-14%,i,
CC(C)(C)c1ccc(O)c(CN2CCN(c3ccccc3)CC2)c1,10%,-9%,0,-11%,-4%,0,1%,40%,i,
COC(=O)CSC1=NP(=S)(SCC(=O)OC)N2CCCC2=C1C#N (stereo not drawn),12%,nt,10,-3%,nt,13,nt,-7%,i,
O=C(C1CCC(=O)N1Cc1ccc(F)cc1)N1CCC2(CC1)OCCO2 (stereo not drawn),-1%,-10%,0,-6%,nt,17,-15%,4%,i,
CCCC(C)C1(CC)C(=O)NC(=Nc2ccccc2OC)NC1=O (stereo not drawn),2%,-2%,7,-2%,nt,0,-5%,2%,i,
CC(=NCC1CCCO1)c1c(O)n(C)c(=O)n(C)c1=O (stereo not drawn),6%,-4%,12,-4%,8%,9,-5%,0%,i,
CCn1c(=O)cc(SCC(=O)N2CCC3(CC2)OCCO3)c2ccccc21,7%,22%,10,0%,3%,10,4%,12%,i,
Cn1c2ccccc2c2c(C(=O)N3CCC4(CC3)OCCO4)cn(C3CCCCC3)c(=O)c21,10%,-1%,1,-4%,6%,19,16%,nt,nt,
O=C(c1ccc(Cl)cc1)C12CN3CN(CN(C3)C1)C2,2%,2%,6,-4%,3%,12,1%,-2%,i,
Cc1ccc(-n2nc(C)c3c2NC(=O)CSC3c2ccc3c(c2)OCO3)cc1 (stereo not drawn),12%,-13%,8,10%,-30%,6,-5%,11%,i,
O=P(C(c1c[nH]c2ccccc12)N1CCOCC1)(N1CCOCC1)N1CCOCC1 (stereo not drawn),14%,2%,0,0%,0%,13,-2%,-1%,i,
C[N+]1(C)[C@@H]2CC(OC(=O)[C@H](CO)c3ccccc3)C[C@H]1[C@@H]1O[C@@H]12 (stereo partly drawn),16%,17%,4,0%,19%,10,11%,19%,i,PMK inhibit pilot replicates=3.0;MK inhibit pilot replicates=2.0;Spn DPM-DC inh pilot screen %=2.5
C=CCN1C(=O)C2(C(C(=O)OCC)=C(N)Oc3ccccc32)c2c1c1ccccc1oc2=O (stereo not drawn),4%,5%,8,-3%,-3%,10,-3%,-13%,i,
CCC12CN3CCN(CC(C3)/C1=N\O)C2,13%,-28%,5,-7%,3%,16,-25%,2%,i,
O[C@@H]1CCCC[C@H]1N1CCC(c2ccccc2)CC1,9%,4%,7,-6%,4%,3,0%,11%,i,
CCN1CCC2(CCNC2)C1 (stereo not drawn),5%,-26%,9,1%,11%,5,-14%,11%,i,
COC(=NC1CCCC1)C(O)c1c[nH]c2ccccc12 (stereo not drawn),3%,-17%,9,-7%,18%,0,-19%,-3%,i,PMK inhibit pilot replicates=0.5;MK inhibit pilot replicates=5.0;Spn DPM-DC inh pilot screen %=0.5
Nc1ccccc1C(=O)OCCOc1ccccc1,17%,-13%,7,-6%,10%,10,-15%,22%,i,
COc1ccc(Cn2c(O)c(C=NCCCn3ccnc3)c(=O)[nH]c2=O)cc1,2%,-3%,7,-4%,3%,0,-13%,8%,i,
COc1ccc(CCNCc2ccccn2)cc1OC,11%,1%,5,-1%,7%,0,-3%,1%,i,
CCCCN1C(=O)NC(=O)C2(Cc3cc(C)ccc3N(C)C2)C1=O (stereo not drawn),5%,-1%,7,-7%,4%,11,2%,-8%,i,
OCCN1C2CCC1CC(O)(c1ccc(F)cc1)C2 (stereo not drawn),12%,-7%,3,-2%,5%,11,-1%,0%,i,
CC(=NCCCN1CCOCC1)c1c(O)n(-c2ccccc2C)c(=O)[nH]c1=O,11%,5%,7,-8%,27%,7,-6%,-4%,i,PMK inhibit pilot replicates=0.0;MK inhibit pilot replicates=0.0;Spn DPM-DC inh pilot screen %=0.0
Cc1ccc(C2N(c3cc(C)on3)C(=O)C3CCCN32)cc1 (stereo not drawn),3%,nt,0,-2%,4%,10,nt,0%,i,
CNC(=O)ON(C(=O)NC)C1N(C)C(=S)SC1(C)C (stereo not drawn),4%,-14%,8,-3%,7%,8,2%,-2%,i,
COc1ccc(CN2CCN(c3ccccc3)CC2)c(C)c1C,0%,-5%,50*,12%,nt,23,-2%,nt,i,
Nc1ccccc1C(=O)c1ccccc1,10%,6%,10,-3%,4%,13,11%,-1%,i,
COc1cccc(-n2c(C)nc3ccccc3c2=O)c1,10%,-2%,2,-10%,8%,9,-10%,30%,i,
CN1CCc2c(c(N3CCCCC3)nc3n[nH]c(N)c23)C1,2%,13%,nt,0%,-5%,0,6%,-6%,i,
CCCCSP1(=S)NCCCO1 (stereo not drawn),10%,-6%,8,0%,-3%,0,-2%,3%,i,
CC(=O)C1(c2ccccc2)CCNCC1,9%,1%,10,-8%,nt,0,6%,-3%,i,
c1ccc2c(NC3=NCCS3)cccc2c1,8%,0%,9,-4%,11%,13,1%,4%,i,
CC(c1ccccc1)n1cncc1C(=O)N1CCCC1=O (stereo not drawn),12%,-6%,2,-9%,nt,1,-7%,-12%,i,
Cc1ccc(C2CC(=O)C(C=NCCN3CCN(C(=O)Cc4ccccc4)CC3)=C(O)C2)cc1 (stereo not drawn),4%,2%,12,-5%,2%,1,3%,3%,i,
O=c1[nH]c(=O)n(C2CCCCC2)c(O)c1C1NCCc2ccccc21 (stereo not drawn),12%,nt,9,-5%,0%,3,nt,-2%,i,
CN(C)[C@@H]1C(=O)C(C(N)=O)=C(O)[C@@]2(O)C(=O)C3=C(O)c4c(O)cccc4[C@@](C)(O)[C@H]3[C@H](O)[C@@H]12,13%,5%,9,18%,16%,4,-1%,nt,+[fluoresces],PMK inhibit pilot replicates=0.0;MK inhibit pilot replicates=4.0;Spn DPM-DC inh pilot screen %=30*
COc1ccc(OC)c(C(O)C(C)N)c1 (stereo not drawn),14%,0%,5,-2%,-2%,0,-18%,4%,i,PMK inhibit pilot replicates=3.5;MK inhibit pilot replicates=7.0;Spn DPM-DC inh pilot screen %=1.5
C=CCn1c(O)c(C=NCCN(C)C)c(=O)[nH]c1=O,5%,-22%,0,-2%,11%,0,-2%,6%,i,PMK inhibit pilot replicates=3.5;MK inhibit pilot replicates=4.0;Spn DPM-DC inh pilot screen %=2.0
CCC(=NCCCN(C)C)c1c(O)n(-c2ccc(OC)cc2)c(=O)[nH]c1=O,6%,0%,11,-8%,nt,14,6%,0%,i,
# Remaining list, next part:
SMILES,TNAP inhibition,HPDE-C7 cytotoxicity,MK inhibit,Bfl-1 inhibitors,LYP inhibition,PMK inhibit,HPDE-C7K KRASV12,HT1080 viability,Spn DPM-DC inh,others
CCC(=NCc1ccco1)c1c(O)n(C2CCCCC2)c(=O)[nH]c1=O,8%,-18%,3,-5%,nt,3,-8%,0%,i,
Cc1nc2ccccc2c(=O)n1-c1ccccn1,15%,-4%,0,-3%,5%,2,-9%,8%,i,
O=c1[nH]c(=O)n(Cc2ccc(F)cc2)c(O)c1C=NCCCN1CCOCC1,16%,3%,11,6%,11%,14,10%,-2%,i,PMK inhibit pilot replicates=1.5;MK inhibit pilot replicates=0.0;Spn DPM-DC inh pilot screen %=0.0
Cc1cccc(CS(=O)(=O)Cc2ccc(C(=O)N3CCC4(CC3)OCCO4)o2)c1,5%,-4%,0,0%,8%,8,1%,2%,i,

# Assay outcomes (PubChem BioAssay)
